# Bioassay records from PubChem.
# MEX-5 binding: C. elegans MEX-5 TCR-2 RNA binding activity; activity score (negative = inhibition of binding), % at 10 µM; Q9XUB2; AID 1832; MEX-5/FITC-TCR2 RNA binding, fluorescence polarization; hits give low values; actives 0.38% (n = 300,000);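 active = inhibition past about -25% in most replicates, and total fluorescence under double the plate's negative control median, limit read from the data; inconclusive = replicates evenly split on the limit, or fluorescence at least double controls; inactive = too little inhibition in most replicates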;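 also: 0% = DMSO and -100% = 5 µM competing unlabeled TCR2 RNA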
# CIT2 TOR yeast: alters CIT2-GFP fluorescence in TOR pathway yeast screen | S. cerevisiae CIT2-GFP strain, flow cytometry, 3 h; 100 means same as DMSO wells | GFP response vs DMSO, % at 10 µM | actives 0.065% (n = 320,000) | AID 2029;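 active = GFP response relative to DMSO above a set limit, near the screen mean plus 3 SD, cut at about 150% in these data; inconclusive = Fewer than 70 cells measured for a yeast strain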;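 also: ratio of well median GFP fluorescence to mean of DMSO wells on the plate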
# MCL1 BIM primary: disrupts human MCL1 binding to BIM-BH3 peptide; GST-MCL1 / FITC-Bim-BH3 fluorescence polarization; inhibition, % at 10.9 µM; actives 0.68% (n = 320,000); Q07820;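 active = inhibition above the mean inhibition of all tested compounds plus 3 SD, set per campaign, cut at about 40% in these data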;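 also: 0% = DMSO wells and 100% = unlabeled Bim-BH3 peptide control; higher means more loss of mP so more displacement of Bim peptide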
# VLA-4 inh: inhibition in a human VLA-4 binding assay; inhibition, % (about 7 µM as worked out from the volumes in the protocol); P13612; VLA-4 expressing cells, ligand binding flow cytometry; actives 0.2% (n = 330,000); in the data active = inhibition above about 50%
# Target sequence (P13612 whole entry, looked up): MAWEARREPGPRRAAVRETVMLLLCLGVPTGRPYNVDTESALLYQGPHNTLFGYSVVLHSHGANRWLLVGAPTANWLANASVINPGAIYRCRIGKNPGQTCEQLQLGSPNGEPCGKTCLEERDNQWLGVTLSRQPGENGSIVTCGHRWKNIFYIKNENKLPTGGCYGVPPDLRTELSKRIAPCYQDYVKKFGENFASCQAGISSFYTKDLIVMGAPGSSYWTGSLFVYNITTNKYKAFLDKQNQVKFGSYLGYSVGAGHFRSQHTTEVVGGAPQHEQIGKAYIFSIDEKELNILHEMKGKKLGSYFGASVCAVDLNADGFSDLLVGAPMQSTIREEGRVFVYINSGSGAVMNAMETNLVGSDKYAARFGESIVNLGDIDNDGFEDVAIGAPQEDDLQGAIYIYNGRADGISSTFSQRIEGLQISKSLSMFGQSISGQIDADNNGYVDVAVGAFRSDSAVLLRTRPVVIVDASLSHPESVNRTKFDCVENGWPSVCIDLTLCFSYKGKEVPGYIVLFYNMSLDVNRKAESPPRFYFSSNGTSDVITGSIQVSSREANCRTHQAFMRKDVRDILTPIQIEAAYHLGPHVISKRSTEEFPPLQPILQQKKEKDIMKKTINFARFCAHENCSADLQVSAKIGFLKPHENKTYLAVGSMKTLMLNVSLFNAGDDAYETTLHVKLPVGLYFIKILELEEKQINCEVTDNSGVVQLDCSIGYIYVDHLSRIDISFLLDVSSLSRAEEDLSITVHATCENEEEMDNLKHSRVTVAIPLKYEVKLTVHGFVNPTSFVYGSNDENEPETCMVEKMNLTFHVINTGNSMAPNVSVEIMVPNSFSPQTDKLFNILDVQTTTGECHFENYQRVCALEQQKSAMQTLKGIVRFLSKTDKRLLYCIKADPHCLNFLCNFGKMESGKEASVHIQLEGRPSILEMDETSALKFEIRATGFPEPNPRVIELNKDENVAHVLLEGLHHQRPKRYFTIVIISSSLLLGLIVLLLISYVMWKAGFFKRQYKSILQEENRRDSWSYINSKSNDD
# Fam108B inh: blocks mouse Fam108B hydrolase in RBBP9 counter-screen. recombinant Fam108B, FP-Rh probe fluorescence polarization. inhibition, % at 9.51 µM. actives 0.33% (n = 300,000);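 active = inhibition above the screen mean inhibition plus 3 SD, computed separately per campaign, cut at about 18% in these data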;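 also: inhibitors lower polarization as less probe binds the enzyme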
# GRK2 inh: human GRK2 inhibition via aptamer displacement; P25098; bead flow cytometry, FAM-aptamer displacement from GRK2; inhibition of aptamer binding, % at 10 µM; actives 0.59% (n = 330,000); AID 488847;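 active = inhibition of aptamer binding above 40%, roughly 3 SD of noise, on plates passing a quality check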;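 also: median bead fluorescence of bound FAM aptamer so fluorescent compounds give negative values; no value below 0 was filed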
# AGP1-GFP MLPCN: yeast TOR pathway AGP1-GFP modulation | GFP response vs DMSO, % at 10 µM | actives 0.02% (n = 320,000) | S. cerevisiae AGP1-GFP multiplex flow cytometry, 3 h; GFP as percent of DMSO wells;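 active = GFP response relative to DMSO above a set limit, near screen average plus 3 SD, cut at about 150% in these data; inconclusive = fewer than 70 cells counted for the yeast strain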;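 also: median GFP channel fluorescence of the gated AGP1 strain per well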
# GLD-1 TGE inh: GLD-1-TGE RNA interaction inhibition (C. elegans). Q17339. purified GLD-1 + fluorescein TGE RNA, fluorescence polarization. inhibition, % at 5.96 µM. actives 0.44% (n = 320,000);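 active = percent inhibition above a per-plate cutoff, the plate mean of test compounds plus 3 SD, cut at about 30% in these data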;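 also: 0% = DMSO wells with GLD-1 and probe and 100% = wells lacking GLD-1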
# Bcl-xL primary: blocks human Bcl-xL binding to Bim BH3 peptide | GST-Bcl-xL / FITC-Bim BH3 peptide fluorescence polarization | Q07817 | AID 2129 | inhibition, % at 10.9 µM | actives 0.7% (n = 320,000);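 active = inhibition above the mean of all tested compounds plus 3 SD, cutoff set per campaign, cut at about 30% in these data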;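 also: 0% = DMSO wells and 100% = unlabeled Bim-BH3 peptide competitor; inhibitors lower millipolarization by displacing the labeled peptide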
# * hit, by the source's call; ? = inconclusive; . = no result given; [ ] = dose if it differs, or a comment. No enrichment for hits; overall some 2.2% were active at least once.
SMILES,MEX-5 binding,CIT2 TOR yeast,MCL1 BIM primary,VLA-4 inh,Fam108B inh,GRK2 inh,AGP1-GFP MLPCN,GLD-1 TGE inh,Bcl-xL primary
Cc1noc(C)c1NC(=O)N(C)C[C@@H]1Oc2ccc(NC(=O)CCC(F)(F)F)cc2CC(=O)N([C@@H](C)CO)C[C@@H]1C,.,89,.,-10,.,0,96,2,.
Cc1cccnc1NC(=O)CCC(=O)c1cccs1,.,91,3,0,.,0,96,-3,2
COc1ccc(C(=O)CSc2n[nH]c(-c3ccco3)n2)cc1,0.2,98,7,0,-6,0,95,-6,6
Cc1ccc2c(c1)/C(=N/OC(=O)c1ccc(F)cc1)CCS2,-1.1,114,7,20,-5,1,110,6,4
CCN(CC)C(=S)SCC(=O)Nc1ncc2c(n1)CC(C)(C)CC2=O,1.0,99,-2,3,-3,2,105,-2,3
COC(=O)/C=C/c1ccc2c(c1)S(=O)(=O)N(c1cccc(OC)c1)[C@H]2CC(=O)OC,-3.9,97,-3,12,-3,0,104,0,-3
CCCCN(CC)CCCNC(=O)Cn1nc(Cc2ccncc2)c2ccccc2c1=O,0.7,96,5,1,4,9,.,2,7
COc1ccc(CCNc2nc3ccc(C)cc3n3cnnc23)cc1OC,-0.2,?,-6,16,0,4,89[may fluoresce violet],5,1
CCOP(=O)(OCC)C(NC(=O)NS(=O)(=O)c1ccc(C)cc1)c1ccccc1 (centres undefined),-1.8,103,9,1,2,0,101,-2,10
Cc1ccc2nsnc2c1S(=O)(=O)NCCc1c(C)[nH]c2ccc(F)cc12,-1.3,92,7,9,1,0,105,0,0
NS(=O)(=O)c1ccc(NC(=S)NC(=O)c2ccc(Br)o2)cc1,-1.9,100,10,-108,2,0,100,-3,5
C/C(=N\NC(=O)c1nnn(-c2nonc2N)c1-c1cccs1)c1ccc(O)cc1,-0.7,104,1,0,1,0,106,0,20
CC(C)(C)OC(=O)NCc1ccc(NC(=O)c2nc[nH]c2C(=O)NCCCNC(=O)c2[nH]cnc2C(=O)Nc2ccc(CNC(=O)OC(C)(C)C)cc2)cc1,.,84,.,-1,.,1,90,-1,.
Cc1nc(Nc2nc3ccccc3o2)nc2c1CCC2,-2.9,105,4,3,1,0,99,-1,-1
CCOc1cc(/C=N\NC(=O)C2C(=O)NCC2c2ccccc2)ccc1OC (centres undefined),3.5,104,3,-12,4,1,105,0,4
COc1ccc(-c2nnc(SCC(=O)NCc3cccs3)n2C(C)C)cc1,0.5,94,-9,7,2,2,97,-9,-1
CC(=O)c1cccc(NC(=O)NNC(=O)c2ccc(-c3ccccc3)cc2)c1,-1.9,109,-2,-11,-12,4,98,1,3
CSc1nc(SCCN(C)C)c2c3c(sc2n1)COC(C)(C)C3,1.6,97,7,4,-2,0,97,-1,3
O=C(c1ccccc1)N1N=C(c2ccccc2O)CC1c1ccccc1 (centres undefined),3.0,105,7,7,1,1,99,2,5
Cc1oc(-c2ccc(Cl)cc2)nc1CN1CCCC(C(=O)NCCCN2CCOCC2)C1 (centres undefined),-1.1,88,-4,21,-5,0,102,9,-1
CCOC(=O)c1ccc(NC(=O)Cn2nnc(-c3ccc(C)cc3)n2)cc1,1.6,99,4,-23,-4,0,104,5,6
CCCc1c(C(=O)N/N=C(/C)c2ccncc2)nnn1-c1nonc1N,2.1,101,-2,4,-1,3,101,-1,-3
CCN(CC)Cc1c(C(=O)N/N=C/c2ccccn2)nnn1-c1nonc1N,2.6,?,1,4,-8,5,19[may fluoresce violet],-3,4
COc1cc(OC)cc(-c2nnc(NC(=O)CCS(=O)(=O)c3ccc(C)cc3)o2)c1,-6.1,101,7,6,-2,14,100,0,0
O=C(C1CC(=O)N(c2ccc(Cl)cc2)C1)N1CCCCCC1 (centres undefined),0.4,89,0,5,1,3,69,-11,2
COC(=O)c1[nH]c2cccc(C)c2c1NC(=O)CN1CCN(C(=O)c2ccco2)CC1,1.2,104,-2,-6,-3,0,97,6,3
CCOC(=O)Cn1cnc2c(nnn2-c2ccccc2)c1=O,-1.8,104,-3,-11,1,0,115,2,4
Cc1ccc(OCC(=O)Nc2ccc(N(C)C)cc2)cc1,-0.4,96,2,24,4,0,94,8,7
Cc1cc(C)cc(OCCn2ccnc2)c1,-1.2,105,-12,0,3,0,105,4,-7
O=C(Oc1ccc(-c2nnco2)cc1)c1ccco1,-3.1,101,-6,-27,0,0,100,-2,-11
COc1ccc(/C=C/C(=O)NCCc2ccc(S(N)(=O)=O)cc2)cc1,0.7,110,1,-11,2,0,104,-2,4
COC(=O)c1ccc(C23CC4(C2)[C@H](CN(C)[C@@H]4c2ccccc2)C3c2ccc(C(F)(F)F)cc2)cc1 (some centres undefined),2.8,110,9,12,-3,0,85,2,6
CCOC(=O)N1CCN(C(=O)CC(C)S(=O)(=O)c2cc3c(cc2C)NC(=O)CO3)CC1 (centres undefined),0.8,104,1,1,-1,0,105,7,2
O=C(Nc1ccc(N2CCOCC2)nc1)c1ccc(C(F)(F)F)cc1,.,96,2,14,4,1,97,10,7
COc1ccc(-n2c(SCC(=O)NNC(=O)c3ccc(C)cc3)nnc2-c2ccncc2)cc1,-0.1,91,5,-4,2,0,92,5,3
N#Cc1c(C(F)(F)F)cc(-c2ccccc2)nc1SCC(=O)N1CCOCC1,5.1,114,4,1,6,0,103,10,8
Nc1nc(NCC2CCCO2)nc(NCC2CCCO2)c1[N+](=O)[O-] (centres undefined),3.6,95,-4,4,-4,2,94,3,2
CCC(=O)Nc1sccc1C(=O)OC,-3.6,98,3,4,2,0,100,4,4
Brc1ccc(CSc2nnc(-c3cnccn3)n2Cc2ccco2)cc1,2.8,99,2,7,5,5,95,-5,2
CCN(C(=O)CSc1nc(-c2ccccc2)c(-c2ccccc2)[nH]1)C1CCS(=O)(=O)C1 (centres undefined),0.7,118,8,95*,0,0,114,0,3
Cc1noc(NS(=O)(=O)c2ccc(NS(=O)(=O)c3ccc(Cl)cc3)cc2)c1C,.,99,.,-11,.,14,103,3,.
CCc1ccc(NC(=O)CN(c2cccc(C)c2)S(C)(=O)=O)cc1,1.8,93,8,2,-1,3,102,0,4
CC(Oc1ccc(-c2ccccc2)cc1)C(=O)N1CCOCC1 (centres undefined),0.3,92,0,-6,1,3,.,-6,5
ONc1cccnc1-n1nc(C(F)(F)F)cc1C(F)(F)F,-4.3,101,35,2,4,0,98,22,38*
Cc1cccc(C)c1NC(=O)CN(C)CC(=O)Nc1ccc(F)c(Cl)c1,.,98,0,-2,4,0,95,4,-2
Cn1cccc1-c1nc2ccccc2n1C,-0.4,93,0,13,-4,0,100,0,0
COC(=O)[C@H](C)NC(=O)Nc1ccc(OC)cc1OC,-0.6,100,3,7,4,4,97,-5,3
CCOC(=O)c1[nH]c(C)c(C(=O)NC(C)CC)c1C (centres undefined),2.0,99,2,-1,-3,1,98,6,1
COC(=O)c1cc(NC(=O)c2ccc([N+](=O)[O-])cc2)c(=O)oc1C,0.2,92,2,7,0,0,101,6,1
Cc1cccc(Cn2cnc3c(nnn3Cc3ccc(F)cc3)c2=O)c1,0.4,106,1,-10,1,4,102,1,0
CN1CCN(C(=O)CC23CC4CC(CC(C4)C2)C3)CC1,-0.1,96,-3,-5,-5,5,104,-3,-4
CNC(=O)/C(C#N)=C/c1cn(CC(=O)NCc2ccco2)c2ccccc12,0.2,105,4,-14,5,0,96,-2,1
CCC1(CC)NC(=O)NC1=O,-0.7,87,1,17,3,0,90,-2,2
COc1ccc(C2CC(c3ccccc3)=NN2C(=O)COC(=O)c2ccc(Cl)nc2)cc1 (centres undefined),0.9,108,-10,-35,-6,3,104,7,2
Nc1ccc(/C=C/C(=O)c2ccco2)cc1,0.1,114,-100,-4,3,0,108,-59,-28
COc1cccc(/C=N/NC(=S)Nc2cccc(C(=O)O)c2)c1O,-4.0,129,56*,-3,11,0,101,-7,13
CCOC(=O)c1c(C)[nH]c(C(=O)COC(=O)C(C)Oc2ccc(Cl)cc2Cl)c1C (centres undefined),-2.6,93,-6,23,-24,4,91,3,4
CCc1cc(=O)oc2cc(OC(C)C(=O)NCC3CCC(C(=O)O)CC3)c(Cl)cc12 (centres undefined),1.5,99,6,14,-1,0,105,-1,6
CC1(c2ccc3ccccc3c2)NC(=O)N(CC(=O)N2CCN(c3ccccc3O)CC2)C1=O (centres undefined),-0.5,95,-1,9,1,3,88,1,4
CCOC(=O)Cn1cnc2c(nnn2Cc2ccc(Cl)cc2)c1=O,0.6,91,-7,-3,-4,3,98,-6,-1

# Pulled by compound from above:
SMILES,MEX-5 binding,CIT2 TOR yeast,MCL1 BIM primary,VLA-4 inh,Fam108B inh,GRK2 inh,AGP1-GFP MLPCN,GLD-1 TGE inh,Bcl-xL primary
COC(=O)[C@H](C)NC(=O)Nc1ccc(OC)cc1OC,-0.6,100,3,7,4,4,97,-5,3
CCOC(=O)c1[nH]c(C)c(C(=O)NC(C)CC)c1C (centres undefined),2.0,99,2,-1,-3,1,98,6,1

# Additional structures follow.
SMILES,MEX-5 binding,CIT2 TOR yeast,MCL1 BIM primary,VLA-4 inh,Fam108B inh,GRK2 inh,AGP1-GFP MLPCN,GLD-1 TGE inh,Bcl-xL primary
COc1ccc(S(=O)(=O)N2c3ccccc3OCC2c2ccccc2)cc1 (centres undefined),0.1,93,-2,37,-5,0,98,1,4
Cc1ccc(C)c(COc2coc(CN3CCN(C(=O)c4ccco4)CC3)cc2=O)c1,3.8,89,3,3,2,7,104,4,5
CCCOC(=O)CSC1=C(C#N)C(c2ccccc2OCC)C(C#N)C(=O)N1 (centres undefined),-0.7,103,10,-10,9,0,103,1,5
CCN(CC)CCNC(=O)c1ccc(Cl)c(S(=O)(=O)Nc2ccccc2OC)c1,-2.2,97,0,11,1,0,98,-2,6
Cc1nc(C)c(C(=O)N(c2ccccc2F)C(C(=O)NCC2CCCO2)c2ccccc2)s1 (centres undefined),1.1,107,2,-8,-3,0,108,11,1
O=S(=O)(c1ccc(NCc2ccc(F)cc2)nc1)N1CCCC1,3.4,114,8,-6,-2,0,115,0,0
O=C1CCCc2c1cc(C(=O)NCCCN1CCOCC1)c(=O)n2-c1ccc(Cl)cc1,0.1,102,-5,-14,2,1,102,4,-4
C/C(=C\c1ccccc1F)C(=O)c1c(C)cc(C)[nH]c1=O,2.3,105,1,4,1,2,92,-2,1
Cc1cccc2sc(NNC(=O)C3COc4ccccc4O3)nc12 (centres undefined),-1.3,102,4,-12,4,2,95,-5,4
O=C(CSc1ncc(-c2ccccc2)nn1)NCc1ccco1,-3.7,101,9,19,0,4,106,1,6
Cc1cnc(NC(=O)c2ccc3c(c2)OCCO3)s1,.,89,-3,20,.,0,95,6,-1
CCOC(=O)C1CCCN(c2c(NCCc3ccccc3)c(=O)c2=O)C1 (centres undefined),-2.8,103,-4,-1,0,.,103,4,-10
Cn1c(=O)c2c(ncn2CC(O)CNc2ccc(F)cc2)n(C)c1=O (centres undefined),-0.6,106,10,1,-1,0,107,9,4
